# Source: PubChem
# PKA-R1A act – activators of PKA-R1A holoenzyme, primary screen, biochemical, fluorescence polarization, Cy5-IP20, bovine R1A, mouse PKAc. AID 504707, 2011. activation, % at 11.4 µM. cAMP-dependent protein kinase type I-alpha regulatory subunit (Bos taurus) + …. 340,000 tested, 0.083% active. PKA-R1A dissociation; scaled: DMSO 0%, 113 µM cGMP 100%;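 active = percent activation above the mean of all tested compounds plus 3 SD, cut at about 19% in these data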;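 note: higher means more PKAc released from R1A so a rise in polarization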
# SR-BI uptake up – activators of SR-BI mediated DiI-HDL uptake, primary screen, ldlA[mSR-BI] CHO cells, DiI fluorescence; 3 h; 100 = double the neutral-control signal; activation, % at 12.5 µM; 320,000 tested, 0.096% active;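 active = mean replicate activation of at least 60% and every replicate at or above 60%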;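 note: 0% = median plate neutral-control signal and 100% = twice that signal; values of inactives mirror those of a sister screen read the other way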
#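 Assay system: LDL receptor-deficient CHO ldlA cells overexpressing murine SR-BI / Medium: BSA-supplemented, HEPES-buffered Ham's F12, pH 7.4 / Probe or stimulus: DiI-labelled HDL at 10 µg/mL final / Timing: compound with DiI-HDL co-incubation, 3 h at 37 °C / Technique: bottom-read cell fluorescence after medium removal, ex 550/em 595 nm / Measure: HDL uptake via cellular fluorescence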
# Arr AP2 block – inhibitors of beta-arrestin/AP2 binding, primary screen, biochemical, GPCR trafficking, flow cytometry | FITC-arrestin peptide / GST-AP2 beads; AP2 beta2 appendage carries R879A mutation | inhibition, % at 10 µM | 340,000 tested, 0.31% active;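 active = inhibition above a set limit, near 3 SD of compounds lacking own fluorescence, cut at about 54% in these data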;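 note: plate controls were DMSO wells for no effect and 5 µM unlabelled arrestin peptide for full effect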
#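 test system = AP2 appendage R879A on GSH beads | buffer or medium = PBS plus Tween 20 (0.05%) and BSA (0.1%) | incubation = 12 min plus 1 h, RT | detection = bead flow cytometry, FITC channel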
# CDK5 inh – inhibitors of human CDK5/p35 kinase, primary screen, biochemical, single concentration; 330,000 tested, 0.01% active; Cyclin-dependent kinase 5 (Homo sapiens) + Cyclin-dependent kinase 5 activator 1 (Homo …; Recombinant CDK5/p35, ADP-Glo luminescence, 60 min; inhibition, % at 10 µM; AID 488839, 2010;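 active = highest replicate inhibition of at least 50% and at least 75% of replicates reaching 50%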;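 note: plate controls were DMSO neutral control for no effect and GW8510 at 10 µM for full effect; many of its hits are not listed in these tables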
# Mot1-301 SUMO – yeast Mot1-301 growth rescue at high temperature, primary screen, SUMOylation pathway inhibitor project, S. cerevisiae, ATP luminescence, 38.5C. S. cerevisiae Mot1-301 growth rescue; percent above DMSO median, 100 means doubled. 320,000 tested, 1% active. growth rescue, % at 18.8 µM;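 active = every valid replicate shows activation above 250% relative to neutral control wells; inactive = the rest, any valid replicate at or below 250%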;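 note: OY570 slx delta 5 strain wells were the positive control but not used for scaling; some compounds called inactive have numbers as strong as hits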
# MITF TRPM1 HTS – activators of MITF-driven TRPM1 promoter reporter, primary screen, cell-based, SK-MEL-5, luciferase, single point. SK-MEL-5 TRPM1-promoter luciferase, 24 h; % of positive control, neutral wells = 0. 300,000 tested, 0.75% active. activation, % at 12.5 µM;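 active = mean activation of at least 80% with every replicate also reaching 80%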;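 note: 0% = neutral control wells and 100% = parthenolide positive control wells; values of inactives mirror those of a sister screen read the other way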
# DSG3 Ab inh – inhibitors of pemphigus antibody binding to DSG3, primary screen, biochemical, bead-based, flow cytometry, scFv-GFP; DSG3-coupled beads, scFv-anti-DSG3-GFP binding; hits give low values; binding (percent of control), % at 10 µM; 310,000 tested, 0.48% active; AID 588358, 2011;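 active = binding more than 3 SD below its plate's average and above zero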;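 note: hits lower antibody fragment binding to DSG3; some compounds called inactive have numbers as strong as hits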
# dFosB activator – activators of delta FosB homodimer, primary screen, biochemical, fluorescence polarization, TAMRA-CDK5 oligo, single point; purified delta FosB; percent of positive-control signal above neutral wells; activation, % at 25 µM; 340,000 tested, 0.99% active; AID 493131, 2011;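 active = mean activation above about 17%, with every replicate also reaching it, limit read from the data, passing the limit was not always enough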;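 note: fluorescence polarization rise as delta FosB binds a TAMRA Cdk5 AP-1 oligo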
# Target sequence (P13346 whole entry, looked up): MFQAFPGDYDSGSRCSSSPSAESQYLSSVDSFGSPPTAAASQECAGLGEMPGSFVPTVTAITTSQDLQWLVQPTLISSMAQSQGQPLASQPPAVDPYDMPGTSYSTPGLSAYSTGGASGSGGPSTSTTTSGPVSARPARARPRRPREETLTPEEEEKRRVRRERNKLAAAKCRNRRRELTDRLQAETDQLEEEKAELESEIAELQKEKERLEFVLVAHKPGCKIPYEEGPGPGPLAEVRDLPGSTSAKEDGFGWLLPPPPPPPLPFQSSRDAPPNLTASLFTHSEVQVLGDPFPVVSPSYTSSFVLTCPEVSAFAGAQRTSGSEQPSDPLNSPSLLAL
# SR-BI DiI inh – inhibitors of SR-BI mediated HDL lipid uptake, primary screen, ldlA[mSR-BI] cells, fluorescence, single point; AID 488896, 2010; 320,000 tested, 0.96% active; inhibition, % at 12.5 µM; Scavenger receptor class B member 1 (Mus musculus), Q61009; ldlA[mSR-BI] CHO cells, DiI-HDL uptake fluorescence, 3 h;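 active = mean replicate inhibition of at least 70% and a set share of replicates each scoring 70 or more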;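 note: 0% = median of neutral control wells and 100% = median of positive control wells; values of inactives mirror those of a sister screen read the other way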
# PKA-R2B activ – activators of PKA-R2B holoenzyme, primary screen, biochemical, fluorescence polarization, Cy5-IP20, human. AID 504700, 2011. activation, % at 11.4 µM. PKA-R2B holoenzyme dissociation; R2B truncated from residue 108, S112A mutant; 0% DMSO only, 100% 113 µM cGMP. 340,000 tested, 0.079% active;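 active = activation above a cutoff set at the mean over all compounds plus 3 SD, cut at about 18% in these data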;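 note: higher means more holoenzyme dissociation and a rise in polarization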
# Target sequence (P31323 whole entry, looked up, other chains not shown, the tested form may be a part): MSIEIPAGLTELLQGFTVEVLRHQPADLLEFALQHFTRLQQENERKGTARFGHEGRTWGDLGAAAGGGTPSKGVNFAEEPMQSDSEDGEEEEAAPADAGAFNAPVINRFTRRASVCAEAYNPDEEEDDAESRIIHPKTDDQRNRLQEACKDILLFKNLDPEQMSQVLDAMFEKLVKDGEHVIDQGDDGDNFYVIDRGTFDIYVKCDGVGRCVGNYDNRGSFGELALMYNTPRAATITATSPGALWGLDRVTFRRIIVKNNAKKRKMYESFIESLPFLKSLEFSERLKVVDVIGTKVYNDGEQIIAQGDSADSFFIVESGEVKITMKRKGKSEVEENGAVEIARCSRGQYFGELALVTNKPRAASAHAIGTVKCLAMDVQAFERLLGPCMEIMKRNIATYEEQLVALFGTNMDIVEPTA
# NSD2 inh – NSD2 histone methyltransferase inhibitors, primary screen, biochemical, AlphaScreen, single concentration, set 2. Histone-lysine N-methyltransferase NSD2 (Homo sapiens), O96028. NSD2 peptide methylation, 120 min. inhibition, % at 12.5 µM. 310,000 tested, 0.54% active. AID 743445, 2014; in the data active = inhibition above about 50%
# * = called active by the depositor; . = not tested or not shown.
no.	SMILES	PKA-R1A act	SR-BI uptake up	Arr AP2 block	CDK5 inh	Mot1-301 SUMO	MITF TRPM1 HTS	DSG3 Ab inh	dFosB activator	SR-BI DiI inh	PKA-R2B activ	NSD2 inh
1	NC(=O)c1nsc(C(=O)N(CC(=O)NC2CCCC2)Cc2ccc3c(c2)OCO3)c1N	-3	-7	28	2.9	.	-2	103	-6	7	-9	-1
2	Cc1c(NC(=O)CSc2nnnn2-c2ccc(O)cc2)c(=O)n(-c2ccccc2)n1C	-6	14	-11	-1.0	.	0	99	-3	-14	-3	-2
3	CS/C(N)=N/S(=O)(=O)c1ccc(NC(C)=O)cc1	2	-6	5	-1.2	2	-1	90	0	6	-4	-2
4	CS(=O)(=O)N1CCN(CCN2C(=O)c3cccc4cccc(c34)C2=O)CC1	-10	-6	13	-1.3	-2	4	106	5	6	0	-1
5	COc1ccc(N2C(=O)CC(Sc3ncccc3C(=O)O)C2=O)cc1 (centres undefined)	2	5	8	-1.1	3	1	.	-4	-5	4	-2
6	Cc1cc2occ(CC(=O)N(C)CC(=O)Nc3ccccc3Br)c2cc1C	-3	8	-9	1.1	-9	-1	106	-1	-8	-8	-4
7	CCOC(=O)C1(Cc2cccc(OC)c2)CCCN(Cc2cnn(C)c2)C1 (centres undefined)	-3	29	1	2.2	6	0	105	0	-29	0	2
8	Cc1cnn(-c2cc(N/N=C/c3cccc(F)c3)ncn2)c1	-1	-5	23	-0.3	-8	21	103	-13	5	13	-1
9	CCOC(=O)c1c[nH]c(=O)c(Br)c1O	0	12	-12	-0.1	-5	0	96	-5	-12	-3	-1
10	Cc1ccc(NC(=O)CN(C)C(=O)CNC(=O)c2sc3ccccc3c2Cl)cc1	-3	-2	-4	-6.9	13	62	100	-20	2	1	1
11	O=[S@]1Oc2ccccc2-c2ccccc21	-6	9	21	-4.3	156	.	97	0	-9	-4	0
12	COc1cc(C(=O)Nc2cccc3c2CCCC3)cc(OC)c1OC	-3	-26	-9	0.0	6	.	97	-2	26	3	0
13	CCOc1cc([C@@H]2C[C@H]3CN(c4ccccc4)C(=O)[C@]34CCCN24)ccc1OC	1	-14	11	-1.8	-12	-28	163	-7	14	-8	3
14	COC(=O)CCCC1=CC2=CC(=O)C(C)(OC(=O)CCc3ccccc3)C(=O)C2=CO1 (centres undefined)	-19	-8	-3	1.3	-3	3	95	-21	8	-9	.
15	O=C(NC1CCCCC1)[C@@H]1CC=C[C@@H]2CCN(C3CCCCC3)C(=O)[C@@H]21	-3	13	9	1.3	221	2	101	-1	-13	-11	.

# Additional records.
no.	SMILES	PKA-R1A act	SR-BI uptake up	Arr AP2 block	CDK5 inh	Mot1-301 SUMO	MITF TRPM1 HTS	DSG3 Ab inh	dFosB activator	SR-BI DiI inh	PKA-R2B activ	NSD2 inh
16	O=C(N/N=C/c1ccc(-c2cccc(C(F)(F)F)c2)o1)c1ccccc1Br	-10	-14	32	-0.3	51	41	127	-1	14	-2	-5
17	Cc1csc(SCC(=O)Nc2ccccc2)n1	-5	.	19	1.4	130	29	.	-4	.	-10	1
18	CCOC(=O)C1(Cc2cccc(Cl)c2)CCCN(C(=O)C(C)(C)C)C1 (centres undefined)	-5	10	-2	1.9	26	6	94	-5	-10	2	-3
19	Cc1cc(Cl)ccc1Oc1nccc(N(C)C)c1C#N	-8	-8	2	1.9	14	12	97	0	8	-15	-4
20	COc1ccc(CCNC(=O)CCS(=O)(=O)c2ccc3c(c2)NC(=O)CO3)cc1OC	0	3	45	0.6	292	-4	.	-2	-3	1	-2
21	CCCC(=O)Nc1nc2ccc3nc(C)sc3c2s1	-4	-50	-1	0.3	15	36	103	2	50	5	0
22	NS(=O)(=O)c1ccc(CNC(=O)c2ccc(NS(=O)(=O)c3cccs3)cc2)cc1	1	16	-11	-1.7	-6	-3	102	1	-16	6	-2
23	CCC(CC)NC(=O)c1ccccc1Oc1ccccc1	1	13	-6	2.7	-25	0	.	4	-13	0	-2
24	COc1cc(NC(=O)c2ccccc2Cl)c(OC)cc1NC(=O)CN1CCCCC1	8	6	34	-0.6	-4	15	99	2	-6	-8	-8
25	CCCOc1ccc(/C=N/NC(=O)CSc2ccccn2)cc1OC	-6	-5	2	0.8	6	.	106	-1	5	7	.
26	S=C(Nc1cccc(Cl)c1Cl)NC1CCN(Cc2ccccc2)CC1	-9	-46	15	0.5	125	12	100	-14	46	-12	3
27	COc1ccc(OC)c(NC(=O)CNC(=O)Cn2cnc3ccccc3c2=O)c1	9	-23	-4	-1.1	-20	6	.	-2	23	3	1
28	Cc1ccc(C2/C(=C(\O)c3ccc4c(c3)OCCO4)C(=O)C(=O)N2Cc2cccnc2)cc1 (centres undefined)	0	14	-9	-1.1	3	-1	.	-7	-14	-7	-1
29	COc1cccc(CN(CC(=O)NCc2ccccc2)S(=O)(=O)CCl)c1	-3	-25	1	-0.4	-7	-2	107	-2	25	0	.
30	CCCCSc1n[nH]c(=S)c2nc[nH]c12	-7	8	17	4.5	.	11	87	0	-8	-4	2

# Some of these compounds in order of the dFosB activator value, falling.
no.	SMILES	PKA-R1A act	SR-BI uptake up	Arr AP2 block	CDK5 inh	Mot1-301 SUMO	MITF TRPM1 HTS	DSG3 Ab inh	dFosB activator	SR-BI DiI inh	PKA-R2B activ	NSD2 inh
30	CCCCSc1n[nH]c(=S)c2nc[nH]c12	-7	8	17	4.5	.	11	87	0	-8	-4	2
16	O=C(N/N=C/c1ccc(-c2cccc(C(F)(F)F)c2)o1)c1ccccc1Br	-10	-14	32	-0.3	51	41	127	-1	14	-2	-5
28	Cc1ccc(C2/C(=C(\O)c3ccc4c(c3)OCCO4)C(=O)C(=O)N2Cc2cccnc2)cc1 (centres undefined)	0	14	-9	-1.1	3	-1	.	-7	-14	-7	-1

# (cont.)
no.	SMILES	PKA-R1A act	SR-BI uptake up	Arr AP2 block	CDK5 inh	Mot1-301 SUMO	MITF TRPM1 HTS	DSG3 Ab inh	dFosB activator	SR-BI DiI inh	PKA-R2B activ	NSD2 inh
31	CCC(=O)N1CCN(c2cc(N3CCN(C)CC3)c(F)cc2[N+](=O)[O-])CC1	2	0	8	-0.9	-4	0	98	5	0	1	5
32	Nn1cc(-c2ccccc2)nc1SCC(=O)NCC1CCCO1 (centres undefined)	4	-3	25	0.5	-12	1	99	-1	3	4	.
33	CC[C@H](C)[C@H](NC(=O)[C@H](Cc1ccc(O)cc1)NC(=O)[C@@H](N)C(C)C)C(=O)N[C@@H](Cc1cnc[nH]1)C(=O)N1CCC[C@H]1C(=O)N[C@@H](Cc1ccccc1)C(=O)O	-5	5	3	-0.4	0	2	89	-6	-5	6	.
34	CN(CCCCCCN(C)Cc1ccccc1O)Cc1ccccc1O	-3	40	36	1.3	-8	-7	103	3	-40	-7	-4
35	CCc1ccc(NC(=O)Cn2c(=O)c3cccn3c3ccccc32)cc1	1	2	-2	-2.6	10	-18	129	32*	-2	7	0
36	COc1ccccc1CC(=O)N1CCN(c2ccccc2F)CC1	-2	21	13	0.8	-4	.	121	-5	-21	-4	0
37	CCOC(=O)c1cnc(SCC(=O)OC)nc1N	-1	4	-4	-0.4	-12	.	100	-5	-4	2	1
38	C1=CC2c3ccccc3NC(c3ccncc3)C2C1 (centres undefined)	-14	2	5	1.1	-63	.	.	-8	-2	-1	9
39	COc1cccc(CNC(=O)c2ccccc2SCC(=O)N2CCCC2)c1	1	25	-5	-0.3	-4	-1	103	-2	-25	10	-2
40	CN(C)c1ccc(S(=O)(=O)N2CCCCC2)cc1NC(=O)CCNC(=O)c1ccc(Cl)cc1	-2	-10	5	-0.2	-7	-1	102	1	10	-1	0
41	Cc1cc(C)n2nc(SCC(=O)N3CCOCC3)nc2n1	4	-5	26	-1.4	9	-2	97	-8	5	0	0
42	O=C(NCc1ccco1)C1CC(c2cc(C(F)(F)F)cc(C(F)(F)F)c2)=NO1 (centres undefined)	5	15	.	0.8	88	-27	100	6	-15	10	.
43	COc1ccc(C(C)=O)cc1CN1C(=O)NC(CC(C)C)C1=O (centres undefined)	-6	6	-5	1.3	.	1	110	1	-6	6	1
44	CCS(=O)(=O)c1ccc2oc(SCC(=O)Nc3ccc(OC)c(OC)c3)nc2c1	1	-9	5	-0.3	7	3	98	14	9	3	.
45	COc1ccc(N(C(=O)CCC(=O)Nc2cc(C)on2)C(C(=O)NC2CCCC2)c2ccco2)cc1 (centres undefined)	-10	18	-2	-2.2	-7	-4	94	-8	-18	5	4

# Of the compounds above, these contain a Cl atom:
no.	SMILES	PKA-R1A act	SR-BI uptake up	Arr AP2 block	CDK5 inh	Mot1-301 SUMO	MITF TRPM1 HTS	DSG3 Ab inh	dFosB activator	SR-BI DiI inh	PKA-R2B activ	NSD2 inh
10	Cc1ccc(NC(=O)CN(C)C(=O)CNC(=O)c2sc3ccccc3c2Cl)cc1	-3	-2	-4	-6.9	13	62	100	-20	2	1	1
18	CCOC(=O)C1(Cc2cccc(Cl)c2)CCCN(C(=O)C(C)(C)C)C1 (centres undefined)	-5	10	-2	1.9	26	6	94	-5	-10	2	-3
19	Cc1cc(Cl)ccc1Oc1nccc(N(C)C)c1C#N	-8	-8	2	1.9	14	12	97	0	8	-15	-4
24	COc1cc(NC(=O)c2ccccc2Cl)c(OC)cc1NC(=O)CN1CCCCC1	8	6	34	-0.6	-4	15	99	2	-6	-8	-8
26	S=C(Nc1cccc(Cl)c1Cl)NC1CCN(Cc2ccccc2)CC1	-9	-46	15	0.5	125	12	100	-14	46	-12	3
29	COc1cccc(CN(CC(=O)NCc2ccccc2)S(=O)(=O)CCl)c1	-3	-25	1	-0.4	-7	-2	107	-2	25	0	.
40	CN(C)c1ccc(S(=O)(=O)N2CCCCC2)cc1NC(=O)CCNC(=O)c1ccc(Cl)cc1	-2	-10	5	-0.2	-7	-1	102	1	10	-1	0
